# High-throughput results: PubChem BioAssay, National Center for Advancing Translational Sciences (NCATS)
# TR SRC2 fluor cs: Total Fluorescence Counterscreen for Inhibitors of the Interaction of Thyroid Hormone Receptor and Steroid Receptor Coregulator 2; Potency, µM (highest dose often 106 µM), for inactives: top-dose fluorescence change, negative = quenching; 280,000 compounds, 0.29% hits; TRb/SRC2 Texas Red total fluorescence interference; AID 1479, 2009; active = well fitted curve in either direction with a large enough effect; inconclusive = small, poorly fitted or top-dose-only effect
#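 Flags fluorescent or light-absorbing compounds by total fluorescence, S + 2P, at 555 nm excitation and 632 nm emission. Mixture: 20 nM Texas Red SRC2 peptide, 0.6 uM human TRb LBD, 1 uM T3, 5% DMSO; compound exposure 5 h at ambient temperature.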
# TRb-SRC2 inh: qHTS for Inhibitors of the Interaction of Thyroid Hormone Receptor and Steroid Receptor Coregulator 2 | Thyroid hormone receptor beta (Homo sapiens), P10828 | TRbeta-SRC2 peptide binding, fluorescence polarization; receptor liganded with 1 µM T3 | Potency, µM (highest dose often 106 µM), without a hit: top-dose activity change, negative = inhibition, most hits filed as inhibitors | 280,000 compounds, 0.065% hits;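 also: plate controls were bound peptide for no effect and peptide without receptor for full effect; nearly all actives have a fitted effect of over 50% in size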
# Target sequence (P10828 whole entry, looked up): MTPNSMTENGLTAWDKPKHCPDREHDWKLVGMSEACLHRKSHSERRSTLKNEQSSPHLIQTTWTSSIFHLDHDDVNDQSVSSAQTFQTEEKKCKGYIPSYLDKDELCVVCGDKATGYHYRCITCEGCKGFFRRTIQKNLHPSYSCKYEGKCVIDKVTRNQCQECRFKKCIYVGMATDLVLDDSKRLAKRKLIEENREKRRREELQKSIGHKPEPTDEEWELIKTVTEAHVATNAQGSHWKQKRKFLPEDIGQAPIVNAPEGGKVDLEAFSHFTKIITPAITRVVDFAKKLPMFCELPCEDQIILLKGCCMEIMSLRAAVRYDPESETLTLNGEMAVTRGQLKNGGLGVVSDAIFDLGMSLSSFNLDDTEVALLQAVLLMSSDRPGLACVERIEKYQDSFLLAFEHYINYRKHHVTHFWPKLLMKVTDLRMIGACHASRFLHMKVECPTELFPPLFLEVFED
#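 Fluorescence polarization of 20 nM Texas Red SRC2 peptide with 0.6 uM human TRb ligand-binding domain, in Tris buffer with 1uM T3 and 5% DMSO. Incubated 5 hr ambient; normalized to unbound and bound controls.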
# GAA glycogen: qHTS Assay for Inhibitors and Activators of Human alpha-Glucosidase Cleavage of Glycogen. Potency, µM (doses to about 76.4 µM), inactives show at the highest dose activity change, negative = inhibition, most hits filed as inhibitors. AID 2100, 2009. recombinant GAA, glycogen substrate, Amplex Red glucose oxidase fluorescence. 300,000 compounds, 0.38% hits. Lysosomal alpha-glucosidase (Homo sapiens), P10253;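 also: 0% = full enzyme reaction and -100% = no-enzyme basal signal; the screen sought inhibitors and activators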
#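 Recombinant enzyme (4 nM final) with compounds titrated up to 77 uM and bovine liver glycogen (30 ug) in citrate pH 5.0, 0.01% Tween-20, 37 C 40 min. Released glucose detected by Amplex Red/glucose oxidase (Ex 573/Em 610); AC50 from Hill fits.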
# The depositor's hits bear a star; ? = inconclusive; & = joins results of further samples; [ ] = remark or other dose. Unless noted, calls follow the shape of the dose curve; as a rule, active = well fitted curve in the direction sought with a large enough effect; inconclusive = small, poorly fitted or top-dose-only effect, or another doubt; inactive = no such curve, though single readings can be large; an effect the other way counts as inactive or inconclusive. Unless noted, % is scaled to controls: 0 for no effect and ±100 for the full control effect; potency is read from the fitted curve at half-maximal effect. The list is partial (hit frequency here may not be typical).
SMILES,TR SRC2 fluor cs,TRb-SRC2 inh,GAA glycogen
Cc1cccc(C(=O)N(Cc2ccccc2F)C2CCS(=O)(=O)C2)c1 (stereo unspecified),8%,-6%,0%[76.3 µM]
Cc1ccc(Cl)cc1N1CCN(C(=O)c2ccc3c(c2)N(Cc2ccccc2F)C(=O)c2ccccc2S3=O)CC1 (stereo unspecified),3%,2%,12%[76.3 µM]
CCN(CC)S(=O)(=O)c1ccc2c(c1)N(CC(=O)Nc1c(C)cc(C)cc1C)C(=O)CS2,3%,-5%,3%[76.3 µM]
COC(=O)CC1Oc2ccc(F)cc2-n2cc(-c3ccc(C)cc3)nc21 (stereo unspecified),-8%,1%,2%[76.3 µM]
Cc1cc(N(CCO)Cc2ccccc2)n2nc(-c3ccc(C(C)(C)C)cc3)nc2n1,-1%,-3%,11%[76.3 µM]
COc1ccc(OC)c(NC(=O)CN2C(=O)CC(c3ccco3)Sc3ccccc32)c1 (stereo unspecified),3%,-2%,6%[76.3 µM]
COc1cc(CNCCSc2nnnn2C)ccc1OCc1c(F)cccc1Cl,3%,-1%,11%[76.3 µM]
CCOc1ccc(C(=O)N2CCC(c3nnc(-c4ccccc4OC)o3)CC2)cc1,-1%,1%,-3%[76.3 µM]
O=C(NCc1ccccc1F)C1CCCN(C(=O)N2CCOc3ccccc32)C1 (stereo unspecified),-21%,2%,10%[76.3 µM]
Cc1cccc(OCC(=O)Nc2ccc3nc(Nc4cccc(C(F)(F)F)c4)cc(C)c3c2)c1,?,-2%,-9%[76.3 µM]
COc1ccc(Cn2c(=O)[nH]c3cc(C(=O)N4CCN(c5cc(Cl)ccc5C)CC4)ccc3c2=O)cc1,-1%,-8%,-3%[76.3 µM]
COc1ccccc1CNC(=O)C(NS(=O)(=O)c1ccc2c(c1)CCN2C(C)=O)C(C)C (stereo unspecified),-1%,3%,11%[76.3 µM]
CCOc1ccc(CN(CCc2ccc3c(c2)OCO3)Cc2cc(OC)c(OC)cc2OC)cc1,0%,0%,11%[76.3 µM]
CC(C)OCCCn1c(=O)c2ccccc2n2c(-c3ccccc3F)nnc12,0%,1%,-2%[76.3 µM]
O=C(NC1CCCCC1)c1ccc(Cn2c(SCc3ccccc3F)nc3cccnc32)cc1,-22%,5%,7%[76.3 µM]
COCc1cc(C)nc2sc3c(c12)NC(c1ccccc1C(=O)O)N(c1ccc(OC)cc1)C3=O (stereo unspecified),-2%,-2%,?
CCOC(=O)c1ccc(NC(=O)CCn2c(=O)oc3ccccc32)cc1,501µM*[quencher],-27%[53 µM],-6%&-11%[76.3 µM]
Cc1ccc(C)c(OCCn2c(C3CC(=O)N(Cc4ccc(F)cc4)C3)nc3ccccc32)c1 (stereo unspecified),-3%,2%,-1%[76.3 µM]
CC(C)c1cccc(C(C)C)c1NS(=O)(=O)c1cccs1,8%,3%,9%[76.3 µM]
Cc1cc(C)cc(C(=O)Nc2c(C(=O)Nc3ccccc3F)oc3ccccc23)c1,-1%,0%,-7%[76.3 µM]
CCN(CC)C(=O)C1=C(C)Nc2nc3ccccc3n2C1c1ccc(Br)cc1 (stereo unspecified),6%,-8%,1%[76.3 µM]
Cc1ccc(Sc2c(C)nn(C(=O)c3ccc(Br)cc3)c2C)cc1,-1%,6%,15%[76.3 µM]
CCOC(=O)C1CCN(C(=O)CCS(=O)(=O)c2cc3c(cc2Cl)NC(=O)CO3)CC1,-7%,1%,-5%[76.3 µM]
COc1cccc2cc(-c3nc(-c4ccccc4F)no3)c(=O)oc12,-1%,-5%,-9%[76.3 µM]
Cc1c(Cl)cccc1NC(=O)c1ccc(C(=O)Nc2cccc(Cl)c2C)cc1,-2%,2%,-8%[76.3 µM]
Cc1ccc(NC(=O)C2CCCN2S(=O)(=O)c2cccc3nsnc23)cc1Cl (stereo unspecified),-1%,3%,6%[76.3 µM]
Cc1cc(C)cc(NC(=O)Cn2c(=O)oc3cc(S(=O)(=O)N4CCCC4)ccc32)c1,-9%,11%,-17%[76.3 µM]
Cc1cc(=O)n2nc(N3CCC(C(=O)NCc4ccccc4F)CC3)sc2n1,-3%,9%,7%&9%[76.3 µM]
CCN(c1cccc(C)c1)C(CNS(=O)(=O)c1ccccc1)c1ccccc1 (stereo unspecified),-2%,5%,-1%[76.3 µM]
COc1ccc(CCNC(=O)CCc2c(C)nc3c(c(C)nn3-c3ccc(C)c(C)c3)c2C)cc1OC,1%,0%,15%[76.3 µM]
Cc1cccc(Cn2c(=O)n(CCc3ccccc3)c(=O)c3sc4ccccc4c32)c1,-1%,-5%,2%[76.3 µM]
O=C(NCCC1=CCCCC1)c1ccc2c(c1)sc1nc(-c3ccc(F)cc3)cn12,-1%,-4%,14%[76.3 µM]
Cc1ccc(Cn2cc(CCC(=O)NCc3ccccc3F)c3ccccc32)cc1,-2%,-1%,-9%[76.3 µM]
O=C(NCC1(c2ccccc2)CCCC1)C(=O)Nc1cccc(C(F)(F)F)c1,0%,-3%,1%[76.3 µM]
Cc1cc(C)c(NC(=O)CSc2ccc(-c3ccccn3)nn2)c(C)c1,1%,0%,-7%[76.3 µM]
CC(=O)c1cccc(Nc2nn(-c3ccc(OC(F)(F)F)cc3)nc2C(C)=O)c1,-1%,6%,-6%[76.3 µM]
COc1ccc2c(c1)-c1nc(NC(=O)c3ccc(Cl)cc3)sc1CC2,0%,-1%,-7%[76.3 µM]
CCN1C(C(=O)c2ccccc2)=C(OC(=O)COc2ccc(C)cc2)c2ccccc2S1(=O)=O,?,-8%,?
COc1ccc(CCNC(=O)CN(c2ccc(C)cc2)S(=O)(=O)c2ccc(OC)cc2)cc1,-1%,1%,-8%[76.3 µM]
CC(=O)N1CCc2c(sc3nc(SCC(C)C)n(-c4ccc(C)c(Cl)c4)c(=O)c23)C1,-2%,-12%,-2%[76.3 µM]
CCc1cc2c(cc3c(=O)n(CCCC(=O)NCc4ccccc4Cl)nc(CC)n32)s1,6%,7%,11%[76.3 µM]
Cc1nn(CC(=O)N2CCN(c3cccc(C(F)(F)F)c3)CC2)c(=O)c2cc3sccc3n12,-35%,-2%,17%[76.3 µM]
COc1ccc(C(=O)Nc2cc(C(C)C)c(O)c(S(=O)(=O)c3ccc(OC)cc3)c2C)cc1,0%,-3%,-18%[76.3 µM]
Cc1c(Cl)cccc1NC(=O)c1cc2sccc2n1Cc1ccc(F)cc1,-1%,-6%,3%[76.3 µM]
COC(=O)c1c(NC(=O)COc2ccc(Cl)cc2)sc(C)c1C,-3%,4%,-7%[76.3 µM]
Clc1ccc2nc(-c3ccc(Br)o3)c(Nc3ccc4c(c3)OCCO4)n2c1,-1%,-9%,?
O=S(=O)(Nc1ccc2nc(-c3cccc(Cl)c3)oc2c1)c1ccccc1,-23%,2%,1%[76.3 µM]
CCOc1ccccc1N1CC(c2nc3ccccc3n2Cc2c(C)cc(C)cc2C)CC1=O (stereo unspecified),-3%,-4%,4%[76.3 µM]
Cc1nnc(NC(=O)CSc2nccn2Cc2ccccc2)s1,2%,-7%,0%[76.3 µM]
O=c1c2oc3ccccc3c2ncn1Cc1ccc(Br)cc1,?,-13%,-5%[76.3 µM]
# The list continues.
SMILES,TR SRC2 fluor cs,TRb-SRC2 inh,GAA glycogen
COc1cccc(NC(=O)Cc2csc(COc3cccc(C)c3)n2)c1,4%,1%,-9%[76.3 µM]
Cc1ccc(-c2cc(C(=O)Oc3ccc(C#N)cc3)no2)cc1C,5%,0%,12%[76.3 µM]
CCOC(=O)COc1ccc(C)cc1C(=O)c1ccn2nc(-c3ccc(C)cc3)cc2n1,4%,8%,12%[76.3 µM]
CCOc1ccc(C(=O)CSc2nnc3cc(C)c4ccccc4n23)cc1,9%,4%,-4%[76.3 µM]
Cc1ccc(-c2noc(CNC(=O)c3ccccc3)n2)cc1,-19%,-1%,12%[76.3 µM]
CCOC(=O)N1CCC(NC(=O)c2ccc3c(c2)N(Cc2ccccc2)C(=O)c2ccccc2S3(=O)=O)CC1,-20%,2%,2%[76.3 µM]
CCC(C)NC(=O)c1cn(CC)c2ccc(S(=O)(=O)N3CCc4ccccc4C3)cc2c1=O (stereo unspecified),-1%,-3%,-9%[76.3 µM]
COc1cc2c(cc1OC)C(COc1ccc3c(C)cc(=O)oc3c1)N(C(=O)c1ccccc1C)CC2 (stereo unspecified),-3%,2%,0%[76.3 µM]
O=C(c1ccc2c(c1)N(Cc1ccc(F)cc1)C(=O)c1ccccc1S2(=O)=O)N1CCC(Cc2ccccc2)CC1,0%,-4%,4%[76.3 µM]
CCC(O)c1nc2ccccc2n1Cc1cccc(Cl)c1 (stereo unspecified),1%,0%,7%[76.3 µM]

# 10 structures already listed, sorted by length of the SMILES, lowest first.
SMILES,TR SRC2 fluor cs,TRb-SRC2 inh,GAA glycogen
CCC(O)c1nc2ccccc2n1Cc1cccc(Cl)c1 (stereo unspecified),1%,0%,7%[76.3 µM]
O=c1c2oc3ccccc3c2ncn1Cc1ccc(Br)cc1,?,-13%,-5%[76.3 µM]
COc1cccc(NC(=O)Cc2csc(COc3cccc(C)c3)n2)c1,4%,1%,-9%[76.3 µM]
CCOc1ccc(C(=O)CSc2nnc3cc(C)c4ccccc4n23)cc1,9%,4%,-4%[76.3 µM]
CCOc1ccccc1N1CC(c2nc3ccccc3n2Cc2c(C)cc(C)cc2C)CC1=O (stereo unspecified),-3%,-4%,4%[76.3 µM]
CCOC(=O)COc1ccc(C)cc1C(=O)c1ccn2nc(-c3ccc(C)cc3)cc2n1,4%,8%,12%[76.3 µM]
CCC(C)NC(=O)c1cn(CC)c2ccc(S(=O)(=O)N3CCc4ccccc4C3)cc2c1=O (stereo unspecified),-1%,-3%,-9%[76.3 µM]
COc1cc2c(cc1OC)C(COc1ccc3c(C)cc(=O)oc3c1)N(C(=O)c1ccccc1C)CC2 (stereo unspecified),-3%,2%,0%[76.3 µM]
CCOC(=O)N1CCC(NC(=O)c2ccc3c(c2)N(Cc2ccccc2)C(=O)c2ccccc2S3(=O)=O)CC1,-20%,2%,2%[76.3 µM]
O=C(c1ccc2c(c1)N(Cc1ccc(F)cc1)C(=O)c1ccccc1S2(=O)=O)N1CCC(Cc2ccccc2)CC1,0%,-4%,4%[76.3 µM]

# The listing continues:
SMILES,TR SRC2 fluor cs,TRb-SRC2 inh,GAA glycogen
CCOC(=O)C1CCN(C(=O)c2cc3sc(C)cc3n2C)CC1,-20%,-1%,10%[76.3 µM]
COc1ccc(NC(=O)CSc2nc(-c3ccc(F)cc3)[nH]c2-c2ccc(C)cc2)cc1OC,-1%,0%,9%[76.3 µM]
O=C(Nc1ccc2nc(SCC(=O)N3CCOCC3)sc2c1)c1ccc(F)cc1,?,2%,11%[76.3 µM]
CC1=C(C(=O)OC2CCCCCC2)C(c2cccc(F)c2F)CC(=O)N1 (stereo unspecified),1%,-2%,-2%[76.3 µM]
CCN(CC)S(=O)(=O)c1ccc2c(c1)c(=O)c(C(=O)N1CCN(c3ccc(OC)cc3)CC1)cn2C,0%,-4%,-6%[76.3 µM]
COc1ccc(CCNC(=O)CCn2c(=O)c3ccccc3n(Cc3ccccc3C)c2=O)cc1OC,8%,3%,4%[76.3 µM]
Cc1ccc(C)c(Cn2c3ccccc3c3cnn(CC(=O)NCCC4=CCCCC4)c(=O)c32)c1,-2%,-4%,5%[76.3 µM]
O=C(NCc1cccs1)c1ccc(CSc2nc3ccncc3n2Cc2ccccc2)cc1,-2%,7%,?
CCN(C(=O)CN1C(=O)COc2ccc(S(=O)(=O)N3CCOCC3)cc21)c1ccc(OC)cc1,-2%,-10%,5%[76.3 µM]
COc1ccc(-c2oc3ncn4nc(COc5ccc(C)cc5)nc4c3c2-c2ccc(OC)cc2)cc1,5%,-1%,-1%[76.3 µM]
CCOc1cc(-c2ccc(OC(=O)c3ccc(OC)cc3)c(OC)c2)cc(=O)c2c(C)oc(C)c12,?,1%,-10%[76.3 µM]
CC(=O)c1ccc(NC(=O)/C=C/c2ccc(C)o2)cc1,-6%,3%,-3%[76.3 µM]
